Assay outcomes as filed in PubChem BioAssay.
D2 antagonist: antagonizes the human D2 dopamine receptor; P14416; HEK293 TREx D2 cells, calcium flux, dopamine EC80; inhibition, % at 10 µM; actives 2% (n = 340,000); in the data active = inhibition above about 30%; note: 0% is about no effect
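In this primary screen, negative modulation is detected by tracking calcium flux after an EC80 dopamine challenge in inducible HEK293 T-REx D2 cells preexposed to test compound for 180 s.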
Glioma ERSR ind: inducers of ER stress response in human glioma cells. U87-MG GRP78 promoter luciferase reporter, 16 h. Potency, µM, without a hit: top-dose activation, hits mostly activators. AID 602332. actives 0.02% (n = 420,000); note: potency is the fitted concentration of half-maximal effect; series mostly up to about 76 µM; % of control where 0% means no effect; nearly all actives have a fitted effect of over 35% in size
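ERSR induction read as luciferase luminescence (Bright-Glo, 10 min at room temperature) in stably transfected human U87-MG glioma cells exposed to compounds for 16 h, using GRP78 as sensor.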
ERG-DNA inh: ERG Ets/DNA interaction inhibition | P11308 | fluorescence polarization, His-ERG Ets domain / labelled DNA | Potency, µM (top dose mostly 76.9 µM), without a hit: at the highest dose FP activity, negative = inhibition, hits mostly inhibitors | actives 0.028% (n = 370,000); active = well fitted inhibition curve with a large enough effect in the polarisation, with a control signal flat; inconclusive = small, poorly fitted or top-dose-only effect, or effect the other way, or a change in a side signal; inactive = no such curve, though single readings can be large or run the other way; the % refers to the polarisation;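 note: polarization taken with two DNA probes labelled with fluorescein and Texas red; potency is the fitted concentration of half-maximal effect; % of control where 0% means no effect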
Target sequence (P11308 whole entry, looked up, the tested form may be a part): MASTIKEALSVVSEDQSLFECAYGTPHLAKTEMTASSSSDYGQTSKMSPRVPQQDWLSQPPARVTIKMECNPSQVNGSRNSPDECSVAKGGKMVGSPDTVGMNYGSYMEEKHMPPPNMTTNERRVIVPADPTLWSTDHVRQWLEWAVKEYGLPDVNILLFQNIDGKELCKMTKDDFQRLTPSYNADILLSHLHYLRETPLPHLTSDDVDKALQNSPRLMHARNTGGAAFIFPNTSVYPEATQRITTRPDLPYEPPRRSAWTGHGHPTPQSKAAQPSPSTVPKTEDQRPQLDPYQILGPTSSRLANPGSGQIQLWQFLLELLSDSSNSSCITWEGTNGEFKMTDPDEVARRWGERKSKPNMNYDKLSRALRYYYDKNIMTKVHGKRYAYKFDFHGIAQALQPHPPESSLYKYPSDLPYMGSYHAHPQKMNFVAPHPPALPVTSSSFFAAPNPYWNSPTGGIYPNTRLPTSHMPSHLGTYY
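His-tagged ERG Ets domain (1 uM in the protein solution; 300mM KCl, 50mM Tris-HCl, 1mM EDTA, 1mM DTT, pH 7.5) received compound, then a probe mix of 5 nM fluorescein-DNA and 100nM Texas-615-DNA. Fluorescence polarization was read for both dyes.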
ALOX12 inh: inhibitors of human 12S-lipoxygenase ALOX12; purified 12hLO, xylenol orange hydroperoxide absorbance; P18054; Potency, µM (highest dose often 108 µM), inactives show top-dose activity change, negative = inhibition, usual class: inhibitors; actives 1.1% (n = 580,000); note: potency is the fitted concentration of half-maximal effect; % is set by controls: 0 for no effect and ±100 for the full control effect
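Hydroperoxide product was detected by ferrous iron/xylenol orange as the 573 to 405 nm absorbance ratio. Arachidonic acid at 40 uM (final) was turned over for 30 min at room temperature by 150 nM human 12hLO, pH 7.0 Hepes buffer, after 15 min compound preincubation.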
D2 agonist: D2 dopamine receptor (human) agonism; P14416; HEK293 T-REx D2 cells, calcium flux agonist mode; activation, % at 2 µM; actives 0.53% (n = 340,000); AID 485358;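 active = activation over 3 SD above normal in the single-dose calcium agonist read, cut at about 30% in these data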; note: 0% is about no effect
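HEK293 Trex D2 cells, tetracycline-induced, o/n 30 C 5% CO2; no-wash Ca dye, RT 30–90 min; 10-cycle baseline, 23 nl cpd added, kinetic Ca read 180 s; agonist hits = positive Ca response.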
RGS4 inh: blocks human RGS4-accelerated GTP hydrolysis | P49798 | Transcreener GDP fluorescence polarization, RGS4-accelerated GTP hydrolysis | Potency, µM (doses to about 114 µM), without a hit: at the highest dose activity change, negative = inhibition, hits mostly inhibitors | actives 0.039% (n = 390,000) | AID 504845; note: potency is the fitted concentration of half-maximal effect; % is set by controls: 0 for no effect and ±100 for the full control effect; nearly all actives have a fitted effect of over 75% in size; some results filed as inactive show a strong effect at the top dose
Target sequence (P49798 whole entry, looked up): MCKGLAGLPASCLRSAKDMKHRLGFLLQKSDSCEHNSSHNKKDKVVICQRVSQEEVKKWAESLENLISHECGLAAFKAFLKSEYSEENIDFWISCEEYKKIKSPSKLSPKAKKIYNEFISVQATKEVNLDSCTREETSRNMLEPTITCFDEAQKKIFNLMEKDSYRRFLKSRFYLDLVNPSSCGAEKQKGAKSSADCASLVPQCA
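MLSMR compounds (23 nl, pin-transferred) preincubated 10 min at room temperature with a 500nM (2x) first reagent, then RGS4 at 900nM (2x) plus Transcreener GDP mix added; fluorescence polarization (620/688 nm) read before and after 90 min at 30 °C.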
LDHA block: LDHA (human) enzyme inhibition | activity change, % (values are at about 110 or 230 µM) | actives 0.15% (n = 480,000) | P00338 | AID 1347041 | purified LDHA, NADH/diaphorase-resazurin fluorescence; active compounds read low; in the data active = activity change below about -30%; inconclusive = mostly about -25% to -30%;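 note: plate controls were DMSO wells for no effect and wells without enzyme for full effect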
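Enzyme activity of human lactate dehydrogenase 5 (2 nM; 0.06 mM NADH, 0.2 mM pyruvate, 5 min, RT) is measured via a resazurin/diaphorase fluorescence readout of residual NADH.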
Vif-A3G inh: blocks the Vif interaction with human APOBEC3G; Q9HC16; Potency, µM (series often up to 46.1 µM), for the others: at the top dose activity, negative = active, most hits filed as inhibitors; HeLa A3G-eYFP + Vif (tagged APOBEC3G with the HIV-1 protein that degrades it), YFP fluorescence, overnight; actives 0.076% (n = 410,000); AID 602310;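 note: potency is the fitted concentration of half-maximal effect; % is set by controls: 0 for no effect and ±100 for the full control effect; nearly all actives have a fitted effect of over 60% in size; hits raise eYFP signal because A3G escapes Vif-driven loss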
Target sequence (Q9HC16 whole entry, looked up): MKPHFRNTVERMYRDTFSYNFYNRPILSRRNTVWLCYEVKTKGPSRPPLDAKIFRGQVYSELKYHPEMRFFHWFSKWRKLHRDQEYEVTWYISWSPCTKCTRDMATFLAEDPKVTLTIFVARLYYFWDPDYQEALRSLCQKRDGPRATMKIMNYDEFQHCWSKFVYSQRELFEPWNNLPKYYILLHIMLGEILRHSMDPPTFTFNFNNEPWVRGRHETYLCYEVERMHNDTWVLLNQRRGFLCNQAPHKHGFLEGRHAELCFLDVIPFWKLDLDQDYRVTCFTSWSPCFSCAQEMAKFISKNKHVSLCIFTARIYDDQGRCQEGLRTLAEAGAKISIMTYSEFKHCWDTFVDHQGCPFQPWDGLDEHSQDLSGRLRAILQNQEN
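Read-out is eYFP fluorescence (Ex 488/Em 500-530) from Vif-expressing HeLa A3G-eYFP cells; more signal means A3G escaped Vif-mediated degradation. Cells plated overnight, compound pinned in, incubated overnight at 37 deg C.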
Vif-APOBEC3F blk: Vif-A3F binding inhibition | HeLa A3F-eYFP + Vif (tagged APOBEC3F with the HIV-1 protein that degrades it), YFP fluorescence increase | Potency, µM (doses to about 46.1 µM), for the others: at the highest dose activity, negative = active | actives 0.2% (n = 390,000) | AID 602313; note: potency is the fitted concentration of half-maximal effect; % of control where 0% means no effect; nearly all actives have a fitted effect of over 65% in size
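HeLa cells stably expressing A3F-eYFP plus Vif, plated and incubated overnight at 37 deg C, then exposed to compounds overnight at 37 deg C. Blocked degradation read as raised yellow fluorescence (Ex 488/Em 500-530).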
Starred values were filed as active, the others as inactive; ? = inconclusive; . = not tested or not shown; & = joins results of further samples; [ ] = another dose, or the depositor's remark. Unless noted, calls come from the whole dose curve; as a rule, active = well fitted curve in the direction sought with a large enough effect; inconclusive = small, poorly fitted or top-dose-only effect, or another doubt; inactive = no such curve, though single readings can be large; an effect the other way counts as inactive or inconclusive.

Values in the order: Vif-APOBEC3F blk, Vif-A3G inh, D2 antagonist, RGS4 inh, ALOX12 inh, Glioma ERSR ind, ERG-DNA inh, D2 agonist, LDHA block
Cc1c(C(=O)Nc2c(F)cccc2F)sc2ncnc(N3CCN(c4ccccc4)CC3)c12
→ -3%, -3%, 5, -11%, -26%, 0%, -1%, -0.6, -3
C=CCn1c(=O)c2ccccc2n2c(SCC(=O)O)nnc12
→ 2%, 0%, -2, -4%, -100%, -1%, -4%, 0.0, -1
Cc1cc(C)c(NC(=O)C2CCCCN2C)c(C)c1 (stereo not drawn)
→ 5%, -4%, 1, -3%, ?, -4%, -8%, 0.6, 0
O=C(CCSc1ccccc1)Nc1nccs1
→ -1%, -1%, 9, -21%, -10%, 1%, 6%, -0.7, -4
CC1(C)CC(NC(=O)c2ccc(Cl)c(Cl)c2)CC(C)(C)N1
→ 0%, 2%, -6, 25%, 1%, -1%, -6%, 0.1, -9
CCCCNC(=S)N/N=C/c1sccc1C
→ 11%, 2%, 4, -25%, ?, -2%, -5%, -0.6, -1
O=C1CCCC(O)=C1C1C2=C(CCCC2=O)Oc2ccccc21 (stereo not drawn)
→ 2%, 1%, -4, -21%, -6%, 0%, -5%, -0.1, -1
COc1cccc(CNCc2cccc(Br)c2)c1OC
→ -16%, 0%, 36*, -49%, -10%, 3%, 0%, 1.0, -16
COc1ccccc1CNc1nc2c(S(=O)(=O)c3ccccc3)nnn2c2ccc(Cl)cc12
→ -7%, -5%, ., -1%, 3%, -1%, 3%, 3.3, 2
CCCN(CCC)S(=O)(=O)c1ccc(NC(=O)C2CCCO2)cc1 (stereo not drawn)
→ -2%, -1%, -47, -10%, 0%, -4%, -1%, 0.3, -5

Whole records, quoted from the list. Order of screens: Vif-APOBEC3F blk, Vif-A3G inh, D2 antagonist, RGS4 inh, ALOX12 inh, Glioma ERSR ind, ERG-DNA inh, D2 agonist, LDHA block
`CCCN(CCC)S(=O)(=O)c1ccc(NC(=O)C2CCCO2)cc1` (stereo not drawn) as listed: -2%, -1%, -47, -10%, 0%, -4%, -1%, 0.3, -5
`COc1ccccc1CNc1nc2c(S(=O)(=O)c3ccccc3)nnn2c2ccc(Cl)cc12` as listed: -7%, -5%, ., -1%, 3%, -1%, 3%, 3.3, 2

(next part)
Values in the order: Vif-APOBEC3F blk, Vif-A3G inh, D2 antagonist, RGS4 inh, ALOX12 inh, Glioma ERSR ind, ERG-DNA inh, D2 agonist, LDHA block
COc1cc2c3c(c1)c(N=NC(N)=S)c(O)n3C(C)(C)C=C2C
→ ?, 2%, -4, -11%, -7%, -2%, -9%, -0.5, -6
CCOCCCNC(=O)CN1C(=O)COc2ccc(S(=O)(=O)N3CCOCC3)cc21
→ 6%&-3%, 3%&-2%, 13, 12%&-3%, 6%&-15%, 0%&-8%, -10%&-11%, 0.3&1.2, -1&1
CCOC(=O)C(=O)Nc1nnc(Cc2ccc(OC)c(OC)c2)s1
→ -6%, 4%, 11, -9%, -28%, 13%, -1%, -1.1, 2
OC(CCN1CCCCC1)(c1ccccc1)C1C[C@@H]2C=C[C@H]1C2 (stereo partly drawn)
→ 8%, 0%, 15, 10%, -14%, -4%, -9%, 1.9, -2
N#Cc1ccc(C(c2nnnn2CCc2ccccc2)N2CCCCCC2)cc1 (stereo not drawn)
→ -16%, -2%, -13, -7%, -22%, -4%, 2%, -0.6, -4
COCCNC(=O)C12CC3CC(CC(Cl)(C3)C1)C2
→ -1%, 0%, -20, -4%, 90%[activator], -4%, 9%, 0.1, -5
Cc1nn(C)cc1CNC(=O)/C=C/c1cnn(C)c1
→ -1%, 0%, 8, 4%, -3%, -1%, 0%, 0.1, -2
O=C1NCCCC1C(=O)N1CCCCC1 (stereo not drawn)
→ ?, -7%, -16, -13%, 10%, -1%, 1%, 0.9, -8
CCn1c(C)[n+](CC)c2ccc(S(=O)(=O)N(C)C)cc21
→ -38%, 0%, 10, 0%, ?, -3%, 3%, -0.1, -13
CCc1nc(SCC(=O)Nc2ccc(C(=O)O)cc2)n[nH]1
→ 4%, 0%, 12, -27%, -15%, 1%, 6%, 0.5, -3

The list goes on:
Values in the order: Vif-APOBEC3F blk, Vif-A3G inh, D2 antagonist, RGS4 inh, ALOX12 inh, Glioma ERSR ind, ERG-DNA inh, D2 agonist, LDHA block
CC(C)c1cccc(C(C)C)c1NC(=O)CNCc1ccccc1F
→ -9%, -3%, -7, -9%, -23%, -1%, 12%, -0.6, -14
COCc1cc(C)nc(SCC(=O)Nc2cc3c(cc2C#N)OCO3)c1C#N
→ 2%, -5%, -47, 21%, -6%, -1%, -3%, -0.4, -8
O=C(CSc1nnc(Cc2ccccc2)o1)NCCN1C(=O)CSC1=O
→ 2%, 1%, -6, 5%, -17%, 0%, 6%, 0.5, 13
O=C(NCc1ccc(Cl)cc1)c1ccccc1CCc1ccccc1
→ -21%, 2%, -2, 5%, 5%, -4%, -2%, 1.2, -3
CCN(CC)S(=O)(=O)c1ccc(O)c(C(=O)OCC(=O)NC23CC4CC(CC(C4)C2)C3)c1
→ -22%, -1%, ., 9%, ?, -1%, 4%, ., -4
O=[N+]([O-])c1ccc2nc(Cl)nc(-c3ccccc3)c2c1
→ 0%, 1%, 0, 26%, ., 2%, -2%, 0.4, -4
Oc1ccc2ccccc2c1/C=N/c1nc2c(s1)CCCC2
→ 1%, ?, -16, -53%, ?, -9%, 0%, -0.4, 31
CCCNC(=O)C1(C)CCCN(C(=O)c2ccc3c(c2)CCO3)C1 (stereo not drawn)
→ ., 0%, ., ., 22%, -3%, ., ., -3
CN(C)CCCN(CCCN(C)C)C(=S)Nc1ccc(S(=O)(=O)N2CCOCC2)cc1
→ 0%, 8%, -5, -3%, -10%, 0%, 8%, 1.8, -4
O=c1[nH]cc(COCC(F)CCl)c(=O)[nH]1 (stereo not drawn)
→ -7%, -3%, -2, 21%, -1%, -4%, -8%, -2.1, -2

In a second layout: entries from further up.
Compound	Vif-APOBEC3F blk	Vif-A3G inh	D2 antagonist	RGS4 inh	ALOX12 inh	Glioma ERSR ind	ERG-DNA inh	D2 agonist	LDHA block
Cc1cc(C)c(NC(=O)C2CCCCN2C)c(C)c1 (stereo not drawn)	5%	-4%	1	-3%	?	-4%	-8%	0.6	0
CCN(CC)S(=O)(=O)c1ccc(O)c(C(=O)OCC(=O)NC23CC4CC(CC(C4)C2)C3)c1	-22%	-1%	.	9%	?	-1%	4%	.	-4
CCc1nc(SCC(=O)Nc2ccc(C(=O)O)cc2)n[nH]1	4%	0%	12	-27%	-15%	1%	6%	0.5	-3
CCn1c(C)[n+](CC)c2ccc(S(=O)(=O)N(C)C)cc21	-38%	0%	10	0%	?	-3%	3%	-0.1	-13
CC(C)c1cccc(C(C)C)c1NC(=O)CNCc1ccccc1F	-9%	-3%	-7	-9%	-23%	-1%	12%	-0.6	-14

Next results follow.
Values in the order: Vif-APOBEC3F blk, Vif-A3G inh, D2 antagonist, RGS4 inh, ALOX12 inh, Glioma ERSR ind, ERG-DNA inh, D2 agonist, LDHA block
CC(C)Oc1ccc(/C=C/C(=O)NCC2COc3ccccc3O2)cc1 (stereo not drawn)
→ -30%, 4%, -14, -4%, 0%, -1%, 10%, -0.8, 3
COc1ccc(NC(=O)Cn2cnc3sc(C)c(S(=O)(=O)N4CCN(c5ccccc5OC)CC4)c3c2=O)cc1OC
→ -8%, -4%, ., 15%, 7%, -1%, 1%, 0.2, -8
COc1ccc(NS(=O)(=O)c2cc(NC(=O)c3ccco3)ccc2N2CCCCC2)cc1
→ -5%, ?, -6, 12%, -20%, -1%, 1%, 1.6, -1
O=C(Nc1ccc([N+](=O)[O-])cc1NC(=O)c1ccccc1)c1ccccc1
→ -4%, 0%, ., 1%, -9%, 2%, -4%, ., -4
COc1c2ccoc2cc2oc(=O)ccc12
→ 8%, 2%, ., 22%, -1%, 1%&-4%&-7%, 6%, ., -15
CCCN(CC(=O)Nc1ccccc1C)C(=O)c1ccc(=O)n(Cc2ccccc2)n1
→ 3%, -1%, ., 8%, -25%, -8%, -1%, ., 0
COc1ccc(/C=N/Nc2nc3ccccc3o2)cc1OC
→ -4%, 0%, 18, 9%, 4%, 5%, ., 0.6, -2
CC(=O)c1ccc(-n2c(CCC(=O)O)ccc2-c2ccc(C)cc2)cc1
→ -6%, -20%, 6, -23%[56.9 µM], ., 4%, -27%, 0.6, -3
CCN(CC)S(=O)(=O)c1ccc(NCCCn2ccnc2)c([N+](=O)[O-])c1
→ -5%, -6%, -9, -4%, -2%, -5%, 0%, 1.2, -1
CC(C)N1CCN(c2ccncc2S(=O)(=O)N2CCOCC2)CC1
→ 0%, -1%, 6, -1%[11.4 µM], 9%, -5%, 0%, -0.4, -4

Next results:
Values in the order: Vif-APOBEC3F blk, Vif-A3G inh, D2 antagonist, RGS4 inh, ALOX12 inh, Glioma ERSR ind, ERG-DNA inh, D2 agonist, LDHA block
COc1cccc(/C=N/NC(=O)c2cccs2)c1
→ -2%, -2%, ., 1%, -4%, 3%, 4%, ., -1
CCCCN(CC)CCCNC(=O)c1csc2c1CCCCC2
→ 5%, 2%, 22, 26%[11.4 µM], -8%, -5%, 3%, 0.1, -7
O=C(CSc1ccc2ccccc2c1)NCCc1ccc(O)c(O)c1
→ -14%, ?, 51*, 2%, ?, ?, -8%, 32*, 11
COc1ccc(C2=NC(=O)/C(=C\c3cc(OC)c(OC)c(OC)c3)O2)cc1
→ -24%, 1%, 3, -11%, -4%, -3%, -5%, 0.0, 1

Only part of the results is shown; count on the stated rates, not on these rows.
